Screens as filed in PubChem BioAssay.
CHO-K1 Ca antag: counter-screen for M1 antagonists: effect in parental CHO-K1 cells. ATP-induced calcium, Fluo-8 fluorescence. inhibition, % at 3 µM. actives 0.6% (n = 360,000);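 active = inhibition above a per-plate cutoff, the plate's mean sample inhibition plus 3 SD, cut at about 24% in these data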;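 note: 0% = DMSO plus EC80 ATP and 100% = DMSO alone without ATP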
CHO-K1 Ca PAM: counter-screen for M1 PAMs: effect in parental CHO-K1 cells. ATP EC20, Fluo-8 calcium fluorescence; 0% at ATP EC20, 100% at ATP max. activation, % at 3 µM. actives 0.02% (n = 360,000). AID 602247;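 active = activation above the run cutoff, the mean activation of all test compounds plus 3 SD, cut at about 40% in these data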;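 note: peak over basal fluorescence ratio in a 140 s read after ATP addition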
CHO-K1 Ca ag: M1 agonist counterscreen hit in parental CHO-K1 cells. Fluo-8 calcium fluorescence; scaled to maximal ATP response, vehicle zero. activation, % at 3 µM. actives 0.48% (n = 360,000). AID 602248; in the data active = activation above about 15%;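 note: untransfected CHO-K1 host cells lacking M1 receptor as counterscreen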
CHRM1 agonist: activates human CHRM1 receptor; actives 0.33% (n = 360,000); P11229; activation, % at 3 µM; CHO-K1 hM1, Fluo-8 calcium fluorescence, agonist mode; 0% DMSO, 100% acetylcholine EC100; AID 588814;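 active = activation above the run's mean compound activation plus 3 SD, cut at about 16% in these data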;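 note: peak over basal fluorescence ratio within a 140 s kinetic read after compound addition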
Target sequence (P11229 whole entry, looked up): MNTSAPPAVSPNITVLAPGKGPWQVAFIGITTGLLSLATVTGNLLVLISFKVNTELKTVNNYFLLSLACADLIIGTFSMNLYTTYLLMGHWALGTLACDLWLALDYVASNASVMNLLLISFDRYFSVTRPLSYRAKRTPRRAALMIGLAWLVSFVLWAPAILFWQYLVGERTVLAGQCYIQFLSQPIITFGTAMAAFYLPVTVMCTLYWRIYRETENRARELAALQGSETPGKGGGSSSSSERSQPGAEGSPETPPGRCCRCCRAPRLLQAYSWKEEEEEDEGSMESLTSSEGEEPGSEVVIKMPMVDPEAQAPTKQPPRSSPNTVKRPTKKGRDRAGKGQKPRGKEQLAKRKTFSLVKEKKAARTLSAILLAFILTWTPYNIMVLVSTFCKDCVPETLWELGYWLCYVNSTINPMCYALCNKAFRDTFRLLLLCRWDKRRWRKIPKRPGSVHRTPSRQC
CHO parental Ca: counter-screen: ATP calcium response change in parental CHO cells. parental CHO-K1, ATP-induced calcium, Fluo-8 fluorescence. inhibition, % at 5.6 µM. actives 0.63% (n = 330,000);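 active = inhibition above that plate's mean sample inhibition plus 3 SD, cut at about 26% in these data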;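 note: 0% = ATP-challenged DMSO wells and 100% = DMSO wells without ATP; some compounds past the cut are filed as inactive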
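Test system: parental CHO cells; detection: calcium-sensitive Fluo-8 fluorescence; evaluation: percent inhibition of calcium signal; also added: ATP as calcium-mobilizing challenge; repeats: one well per compound; control set: ATP-challenged DMSO wells low, unchallenged DMSO wells high; compound: single nominal dose of 5.6 µM per compound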
TAAR1 ag: human TAAR1 agonism; Q96RJ0; CHO RD-HGA16 TAAR1, Fluo-8 calcium fluorescence; vehicle wells 0%, saturating PEA agonist 100%; activation, % at 3 µM; actives 0.99% (n = 360,000);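 active = activation above the mean activation of all test compounds in the run plus 3 SD, cut at about 38% in these data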
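Test system: RD-HGA16 (CHO) cells co-expressing Gα16 and hTAAR1 / Benchmarks: DMSO vehicle as 0%, PEA at EC100 as 100% / Repeats: no replicates (n 1) / Measure: % activation from peak over basal fluorescence ratio, DMSO-to-PEA scaled / Timing: 17-24 h plating, Fluo-8 75 min 37 °C, 30 min RT / Technique: kinetic Fluo-8 calcium fluorescence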
OXTR potentiate: human OXTR potentiation; AID 2445; P30559; CHO-OTR cells, Fluo-8 calcium fluorescence, potentiator mode; 0% = oxytocin EC15, 100% = EC100; actives 0.061% (n = 320,000); activation, % at 3 µM;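 active = activation above that plate's cutoff, the mean activation of tested compounds plus 3 SD, cut at about 6.6% in these data, passing the limit was not always enough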;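 note: 100% uses oxytocin at 75 nM as the full agonist control; some results filed as inactive read as strong as hits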
Target sequence (P30559 whole entry, looked up): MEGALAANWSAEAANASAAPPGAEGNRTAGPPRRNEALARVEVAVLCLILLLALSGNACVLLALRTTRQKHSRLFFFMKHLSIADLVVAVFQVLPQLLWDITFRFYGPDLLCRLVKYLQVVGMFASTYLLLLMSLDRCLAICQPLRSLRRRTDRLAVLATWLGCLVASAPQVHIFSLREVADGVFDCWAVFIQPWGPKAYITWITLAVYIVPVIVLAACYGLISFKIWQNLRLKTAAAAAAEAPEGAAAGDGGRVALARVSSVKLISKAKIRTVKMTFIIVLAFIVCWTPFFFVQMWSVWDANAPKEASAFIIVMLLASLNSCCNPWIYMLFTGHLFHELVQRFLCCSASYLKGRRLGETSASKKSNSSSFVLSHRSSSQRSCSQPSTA
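Material: human OTR in CHO cells. Compound: 3.0 µM, one dose. Timing: compound 6 min at room temperature before oxytocin, 100 s read. Evaluation: % activation of max/min ratio relative to oxytocin controls. Replication: single well per compound, singlicate. Signal: Fluo-8 calcium dye fluorescence.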
V1aR counter: activates human V1a receptor in oxytocin agonist counter-screen | P37288 | CHO-V1R cells, Fluo-8 calcium fluorescence, agonist mode; 0% DMSO, 100% 3 nM vasopressin | activation, % at 3 µM | actives 0.25% (n = 320,000) | AID 2797;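 active = activation above the mean activation of all tested compounds plus 3 SD, per screening run, cut at about 20% in these data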;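 note: signal is peak over basal fluorescence ratio across a 100 second FLIPR read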
TAAR1 antagonist: antagonists of human TAAR1; actives 1.5% (n = 360,000); inhibition, % at 3 µM; CHO RD-HGA16 TAAR1, Fluo-8 calcium fluorescence, antagonist; Q96RJ0;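 active = inhibition above a per-plate cutoff, the mean inhibition of test compounds on that plate plus 3 SD, cut at about 49% in these data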;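 note: 0% = DMSO plus EC80 beta-PEA response and 100% = DMSO alone without agonist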
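Test system: RD-HGA16 CHO cells with stable hTAAR1 and Gα16 / Probe or stimulus: EC80 β-phenethylamine stimulus / Times: seeding 17-24 h prior, 75-min 37 °C, 30-min RT dye loading / Detection: Fluo-8 calcium-sensitive fluorescence / Read-out basis: % inhibition scaled between DMSO and EC80 PEA controls / Repeats: singlicate, one well per test compound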
An asterisk follows results filed as active. Hits appear at their usual frequency; 3.3% or so of the library scored in one or more.

How did Cc1ccc(S(=O)(=O)/N=C2/NC(=O)/C(=C/c3cc([N+](=O)[O-])ccc3O)S2)cc1 do in these assays?
CHO-K1 Ca antag: 15; CHO-K1 Ca PAM: -21; CHO-K1 Ca ag: 20*; CHRM1 agonist: 32*; CHO parental Ca: 48*; TAAR1 ag: 30; OXTR potentiate: -13; V1aR counter: 34*; TAAR1 antagonist: 38

Results for CCCCC1(C(=O)OCC)NC(c2ccc(O)cc2)C2C(=O)N(c3ccccc3)C(=O)C21 (configuration not stated) ?
CHO-K1 Ca antag: -12; CHO-K1 Ca PAM: 12; CHO-K1 Ca ag: 1.5; CHRM1 agonist: 4; CHO parental Ca: -26; TAAR1 ag: 2; OXTR potentiate: -4; V1aR counter: 1.7; TAAR1 antagonist: 10

How did COc1ccc2c(c1)CCc1cnoc1-2 do in these assays?
CHO-K1 Ca antag: -14; CHO-K1 Ca PAM: 4; CHO-K1 Ca ag: 0.1; CHRM1 agonist: -3; TAAR1 ag: -2; TAAR1 antagonist: -12

What do the screens show for `CNC(=O)CN(C)S(=O)(=O)c1ccc(OC)c(Cl)c1`?
CHO-K1 Ca antag: -9; CHO-K1 Ca PAM: 12; CHO-K1 Ca ag: 0.1; CHRM1 agonist: 0; CHO parental Ca: 3; TAAR1 ag: 5; OXTR potentiate: -7; V1aR counter: -0.3; TAAR1 antagonist: -10

Results for Cc1ccc(C)c(OCC(=O)NC(Cc2c[nH]c3ccccc23)C(=O)O)c1 (configuration not stated) ?
CHO-K1 Ca antag: -9; CHO-K1 Ca PAM: 24; CHO-K1 Ca ag: 0.2; CHRM1 agonist: -3; CHO parental Ca: -4; TAAR1 ag: 3; OXTR potentiate: -12; V1aR counter: 3.6; TAAR1 antagonist: 6

What do the screens show for `Cc1ccc(OCCC(=O)OCC(=O)Nc2ccc(C)c(S(=O)(=O)N3CCOCC3)c2)cc1`?
CHO-K1 Ca antag: -4; CHO-K1 Ca PAM: -19; CHO-K1 Ca ag: 4.9; CHRM1 agonist: 1; TAAR1 ag: -1; TAAR1 antagonist: 16

Results for C=CCNC(=S)/C(=C(\[O-])c1ccc(Cl)cc1)[n+]1ccccc1 ?
CHO-K1 Ca antag: -6; CHO-K1 Ca PAM: 5; CHO-K1 Ca ag: -0.3; CHRM1 agonist: -8; CHO parental Ca: -13; TAAR1 ag: 8; OXTR potentiate: -2; V1aR counter: 1.1; TAAR1 antagonist: 4

How did CCCOc1ccc(OCCOCCN2CCc3ccccc3C2)cc1 do in these assays?
CHO-K1 Ca antag: -7; CHO-K1 Ca PAM: 7; CHO-K1 Ca ag: 0.5; CHRM1 agonist: -5; CHO parental Ca: -16; TAAR1 ag: 102*; OXTR potentiate: -3; V1aR counter: 0.7; TAAR1 antagonist: 43

What do the screens show for `CS(=O)(=O)c1ccccc1-c1nnc(NC(=O)CCS(=O)(=O)c2ccc(Cl)cc2)o1`?
CHO-K1 Ca antag: -6; CHO-K1 Ca PAM: -6; CHO-K1 Ca ag: 0.5; CHRM1 agonist: -3; CHO parental Ca: -11; TAAR1 ag: 4; OXTR potentiate: -3; V1aR counter: -0.8; TAAR1 antagonist: -13

Results for Cc1cccc(C(=O)NC(=S)NNC(=O)c2ccccc2Cl)c1 ?
CHO-K1 Ca antag: 3; CHO-K1 Ca PAM: -4; CHO-K1 Ca ag: 71*; CHRM1 agonist: 91*; CHO parental Ca: -4; TAAR1 ag: 148*; OXTR potentiate: -21; V1aR counter: 49*; TAAR1 antagonist: 107*

Structures from the list above with two or more sulfur atoms, in the order listed:
How did Cc1ccc(S(=O)(=O)/N=C2/NC(=O)/C(=C/c3cc([N+](=O)[O-])ccc3O)S2)cc1 do in these assays?
CHO-K1 Ca antag: 15; CHO-K1 Ca PAM: -21; CHO-K1 Ca ag: 20*; CHRM1 agonist: 32*; CHO parental Ca: 48*; TAAR1 ag: 30; OXTR potentiate: -13; V1aR counter: 34*; TAAR1 antagonist: 38

What do the screens show for `CS(=O)(=O)c1ccccc1-c1nnc(NC(=O)CCS(=O)(=O)c2ccc(Cl)cc2)o1`?
CHO-K1 Ca antag: -6; CHO-K1 Ca PAM: -6; CHO-K1 Ca ag: 0.5; CHRM1 agonist: -3; CHO parental Ca: -11; TAAR1 ag: 4; OXTR potentiate: -3; V1aR counter: -0.8; TAAR1 antagonist: -13

Continued.
Results for O=C(Cc1ccccc1)NC(Nc1ccccc1)C(Cl)(Cl)Cl (configuration not stated) ?
CHO-K1 Ca antag: -6; CHO-K1 Ca PAM: 14; CHO-K1 Ca ag: 0.1; CHRM1 agonist: -4; CHO parental Ca: -18; TAAR1 ag: 6; OXTR potentiate: -10; V1aR counter: -1.0; TAAR1 antagonist: -10

What do the screens show for `Clc1ccc(-c2cnnc(-c3ccccn3)n2)cc1`?
CHO-K1 Ca antag: -13; CHO-K1 Ca PAM: 5; CHO-K1 Ca ag: -1.2; CHRM1 agonist: -8; CHO parental Ca: -7; TAAR1 ag: 3; OXTR potentiate: 4; V1aR counter: -1.9; TAAR1 antagonist: -6

Results for CN(CC(=O)Nc1c(Cl)cccc1Cl)C(=O)CCC1CCCC1 ?
CHO-K1 Ca antag: 3; CHO-K1 Ca PAM: 1; CHO-K1 Ca ag: 5.3; CHRM1 agonist: -2; CHO parental Ca: -13; TAAR1 ag: -1; OXTR potentiate: -3; V1aR counter: -0.5; TAAR1 antagonist: -6

What do the screens show for `CN(C)c1ccc(P(=O)(Nc2cccc(C(F)(F)F)c2)N2CCOCC2)c(NC(=O)c2cccs2)c1` (configuration not stated)?
CHO-K1 Ca antag: -10; CHO-K1 Ca PAM: 28; CHO-K1 Ca ag: 1.3; CHRM1 agonist: -6; CHO parental Ca: -23; TAAR1 ag: 12; OXTR potentiate: 7; V1aR counter: 0.1; TAAR1 antagonist: -21

Results for N=C1c2c(cc(=O)n3c2[nH]c2ccccc23)CN1CCN1CCOCC1 ?
CHO-K1 Ca antag: -9; CHO-K1 Ca PAM: 14; CHO-K1 Ca ag: 0.3; CHRM1 agonist: -3; CHO parental Ca: -9; TAAR1 ag: 0; OXTR potentiate: 0; V1aR counter: 0.3; TAAR1 antagonist: 2

What do the screens show for `Cc1nc2cc(NC(=O)NCc3ccc4c(c3)OCO4)ccc2o1`?
CHO-K1 Ca antag: -16; CHO-K1 Ca PAM: 31; CHO-K1 Ca ag: 0.7; CHRM1 agonist: -5; CHO parental Ca: -5; TAAR1 ag: 7; OXTR potentiate: 4; V1aR counter: -0.4; TAAR1 antagonist: 12

Results for Cc1ccc(S(=O)(=O)N2C[C@]3(O)C[C@@H]4C(=O)N(c5ccccc5)C(=O)[C@@H]4C[C@]3(OC(=O)NCC3CCCCC3)C2)cc1 ?
CHO-K1 Ca antag: 5; CHO-K1 Ca PAM: -11; CHO-K1 Ca ag: -0.1; CHRM1 agonist: -2; TAAR1 ag: 0; TAAR1 antagonist: -23

What do the screens show for `O=[N+]([O-])c1cccc(CSc2nc3ccccc3[nH]2)c1`?
CHO-K1 Ca antag: -10; CHO-K1 Ca PAM: 19; CHO-K1 Ca ag: 3.7; CHRM1 agonist: -9; CHO parental Ca: -2; TAAR1 ag: 0; OXTR potentiate: -3; V1aR counter: 5.3; TAAR1 antagonist: 5

How did O=S(=O)(c1ccc2c(c1)C(=NO)c1cc(S(=O)(=O)N3CCCCC3)ccc1-2)N1CCCCC1 do in these assays?
CHO-K1 Ca antag: -4; CHO-K1 Ca PAM: 13; CHO-K1 Ca ag: 0.5; CHRM1 agonist: -2; CHO parental Ca: 16; TAAR1 ag: 1; OXTR potentiate: -5; V1aR counter: 1.3; TAAR1 antagonist: -41

Results for Cc1cccc(NC(=O)C2CCCN(c3cnccn3)C2)c1 (configuration not stated) ?
CHO-K1 Ca antag: -10; CHO-K1 Ca PAM: 18; CHO-K1 Ca ag: 2.2; CHRM1 agonist: -3; CHO parental Ca: -23; TAAR1 ag: 4; OXTR potentiate: -7; V1aR counter: 1.8; TAAR1 antagonist: 2

How did Cc1[nH]c2ccccc2c1CCN(Cc1cccs1)C(=S)Nc1ccccc1 do in these assays?
CHO-K1 Ca antag: -3; CHO-K1 Ca PAM: 6; CHO-K1 Ca ag: 0.7; CHRM1 agonist: 1; CHO parental Ca: 1; TAAR1 ag: 0; OXTR potentiate: -8; V1aR counter: 0.6; TAAR1 antagonist: 13

Results for O=C(C[C@H]1C/C=C\C[C@H](NC(=O)OCC2c3ccccc3-c3ccccc32)C(=O)OC[C@@H]2CCCN2C1=O)NCCO ?
CHO-K1 Ca antag: -10; CHO-K1 Ca PAM: 28; CHO-K1 Ca ag: 0.6; CHRM1 agonist: -14; CHO parental Ca: 0; TAAR1 ag: 11; OXTR potentiate: 0; V1aR counter: -1.0; TAAR1 antagonist: 10

Results for Cc1ccc(N2CC(O)CSC2=Nc2ccccc2)cc1 (configuration not stated) ?
CHO-K1 Ca antag: 2; CHO-K1 Ca PAM: -9; CHO-K1 Ca ag: -0.8; CHRM1 agonist: -5; TAAR1 ag: 12; TAAR1 antagonist: -5

What do the screens show for `CCc1c(O)nc(SCC(=O)Nc2cc(C)on2)n(-c2ccccc2)c1=O`?
CHO-K1 Ca antag: -3; CHO-K1 Ca PAM: 18; CHO-K1 Ca ag: 7.3; CHRM1 agonist: 0; CHO parental Ca: 2; TAAR1 ag: 4; OXTR potentiate: -9; V1aR counter: 0.1; TAAR1 antagonist: -27

Results for Clc1ccc(SCc2csc(N3CCOCC3)n2)cc1 ?
CHO-K1 Ca antag: -4; CHO-K1 Ca PAM: 5; CHO-K1 Ca ag: 0.8; CHRM1 agonist: -2; CHO parental Ca: -7; TAAR1 ag: 0; OXTR potentiate: -5; V1aR counter: -1.1; TAAR1 antagonist: -22

Results for Cc1cc(N2CCOCC2)c2c(N)c(C)cc(C)c2n1 ?
CHO-K1 Ca antag: -13; CHO-K1 Ca PAM: 19; CHO-K1 Ca ag: 0.0; CHRM1 agonist: -3; CHO parental Ca: -2; TAAR1 ag: 5; OXTR potentiate: -7; V1aR counter: 0.1; TAAR1 antagonist: -2

Results for O=c1c2c3c(sc2nc2n1CCCS2)CCCC3 ?
CHO-K1 Ca antag: -16; CHO-K1 Ca PAM: 6; CHO-K1 Ca ag: 0.5; CHRM1 agonist: -3; CHO parental Ca: -18; TAAR1 ag: 15; OXTR potentiate: -12; V1aR counter: -0.7; TAAR1 antagonist: 5
